Compound activity from PubChem BioAssay.
IEC-6 cytotox – cytotoxicity in IEC-6 intestinal epithelial cells, primary screen, cytotoxicity control for KLF5 inhibitor project, cell-based, luminescence; IEC-6 cytotoxicity, luminescence viability; inhibition, % at 5 µM; 290,000 tested, 0.78% active; in the data active = inhibition above about 22%;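 also: 0% = plate median of test compound wells and 100% = cytotoxic reference compound wells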
HSF-1 act – HSF-1 activators, primary screen, NIH3T3-HGL cells, MG132 stress, luminescence, single point | NIH3T3-HGL HSF-1 luciferase reporter, 8 h; 100% = twice DMSO control signal | activation, % at 9 µM | 300,000 tested, 1.7% active | AID 504408, 2011;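 active = mean replicate activation of at least 50% with a set share of replicates each reaching 50%; inconclusive = only one of those two conditions met; inactive = mean below 50% and too few replicates reaching it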;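 also: 0% = median of the neutral control wells and 100% = twice that signal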
aSyn 5UTR inh – MLPCN primary screen, SNCA 5' untranslated region; 300,000 tested, 0.82% active; inhibition, % (tested at 7.5 µM); alpha-synuclein 5'UTR reporter, inhibitor activity; in the data active = inhibition above about 60%; inconclusive = no clear call, values can overlap the other calls;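 also: H4 neuroglioblastoma cells stably carrying SNCA 5'UTR luciferase fusion; 0% = DMSO wells and 100% = positive control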
KLF5 inh – KLF5 expression inhibitors, primary screen, DLD-1 cells, luminescence; DLD-1 KLF5 promoter-luciferase reporter; 290,000 tested, 0.23% active; inhibition, % at 5 µM;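 active = inhibition above a per-plate limit of that plate's mean compound inhibition plus 3 SD, cut at about 60% in these data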;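 also: 0% = DMSO wells and 100% = LY294002 at 200 µM; higher means less KLF5 promoter-driven luciferase light; inactives centre near -14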
AI-2 QS modul – Vibrio harveyi AI-2 quorum sensing modulators, primary screen, JMH597 strain, luminescence/OD600 ratio; Vibrio harveyi JMH597 AI-2 luminescence/OD600 ratio, 9 h; active compounds read low; strain lacks LuxN and CqsS sensors; 0 = neutral-control median; activity change, % at 7.5 µM; 300,000 tested, 0.4% active; in the data active = activity change below about -75%, passing the limit was not always enough; inconclusive = no clear call, values can overlap the other calls;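 also: luminescence divided by OD600 gain over 9 h not by final OD600 alone; inactives centre near 13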
Platelet DG rel – inhibitors of platelet dense granule secretion, primary screen, cell-based, MLPCN, human platelets; human platelet-rich plasma, SFLLRN dense granule ATP release, luminescence; inhibition, %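 (compounds screened at 7.5 µM in platelet-rich plasma)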; 300,000 tested, 0.22% active; AID 1663, 2009;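 active = mean replicate score, as percent of positive control, at or above 50; inconclusive = mean below 50 but at least one replicate at or above 50; inactive = mean and every replicate below 50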
HDAC3 inh – HDAC3 deacetylase inhibitors, primary screen, biochemical, fluorescence, cell-free homogeneous; Histone deacetylase 3 (Homo sapiens), O15379; recombinant HDAC3, fluorogenic peptide/trypsin coupled; inhibition, % at 8.3 µM; 320,000 tested, 0.15% active; AID 2718, 2010; in the data active = inhibition above about 26%, passing the limit was not always enough; inconclusive = no clear call, values can overlap the other calls
Target sequence (O15379 whole entry, looked up): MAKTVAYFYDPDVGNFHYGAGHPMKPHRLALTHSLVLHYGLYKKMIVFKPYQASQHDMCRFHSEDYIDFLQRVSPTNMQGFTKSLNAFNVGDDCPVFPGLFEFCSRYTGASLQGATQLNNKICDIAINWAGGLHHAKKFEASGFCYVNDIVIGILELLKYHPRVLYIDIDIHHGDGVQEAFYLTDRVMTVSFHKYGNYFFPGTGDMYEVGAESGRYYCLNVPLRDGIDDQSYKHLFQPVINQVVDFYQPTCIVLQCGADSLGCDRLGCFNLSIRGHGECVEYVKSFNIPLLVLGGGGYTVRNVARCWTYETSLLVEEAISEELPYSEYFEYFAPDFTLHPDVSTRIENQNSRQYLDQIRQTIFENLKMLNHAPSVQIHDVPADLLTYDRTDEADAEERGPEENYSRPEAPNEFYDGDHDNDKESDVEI
HSP90 inh – HSP90 inhibitors, primary screen, cell lysate, luminescence; 290,000 tested, 0.91% active; Rabbit reticulocyte lysate, luciferase refolding luminescence, 3 h; inhibition, % at 5.6 µM; Heat shock protein HSP 90 (rabbit reticulocyte lysate; luciferase refolding); AID 1789, 2009;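 active = inhibition above the screen-wide mean plus 3 SD, computed separately per campaign, cut at about 16% in these data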;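 also: 0% = DMSO wells and 100% = 60 µM geldanamycin wells; inhibitors lower the luminescence because luciferase stays unfolded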
HSF1 inh – HSF1 inhibitors in luciferase reporter cells, primary screen, cell-based, NIH3T3, luminescence | activity change, negative = inhibition, % at 7.5 µM (by protocol) | 300,000 tested, 0.77% active | NIH3T3-HGL HSE-luciferase, MG132-induced, luminescence 8 h; active compounds read low;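 active = more than half of replicate wells show activity change below -50%, luminescence cut by over half; inconclusive = some wells, but at most half, below -50%; inactive = no replicate well below -50%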;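 also: luciferase reports HSF-1 transcriptional activity via heat shock element; 0% = median of DMSO wells and -100% = zero luminescence signal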
HIF activator – HIF pathway transcriptional activators, primary screen, cell-based, U2OS HRE-luciferase, luminescence. AID 1910, 2009. activation, % at 7.5 µM (by protocol). 300,000 tested, 0.32% active. U2OS HRE-luciferase reporter; normalized: DMSO 0%, desferrioxamine 100%;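 active = mean activation of at least 10% of the iron chelator positive control signal, with at least half of replicates also reaching 10%; inconclusive = mean and replicate majority disagree about reaching 10%; inactive = mean and most replicates under 10%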
Active calls of the source: *; u = inconclusive; x = not tested or not shown.

SMILES	HIF activator	IEC-6 cytotox	KLF5 inh	HSP90 inh	Platelet DG rel	HSF1 inh	aSyn 5UTR inh	AI-2 QS modul	HSF-1 act	HDAC3 inh
Cc1nc2c(sc3nc(N4CCOCC4)c4c(c32)CC(C)(C)OC4)c(-c2ccc(Cl)cc2)c1C(=O)O	-0.3	-0.7	-24.1	-1.6	-1.9	-44.6	23.8	22.2	-54.1	-1.7
CCN(Cc1ccc(NC(C)=O)cc1)CC1CCCN(CCc2cccc(OC)c2)C1 (stereo not drawn)	-5.5	-0.2	-1.1	-3.1	-9.5	2.1	5.2	26.6	27.9	-4.1
COc1ccc(-n2c(=S)[nH]c3sc4c(c3c2=O)CCc2ccccc2-4)cc1	-1.8	-2.3	-20.9	3.0	10.2	-7.3	39.1	8.3	0.9	1.0
CCSC(C)CC1C/C(=N/O)c2c(CC)noc2C1 (stereo not drawn)	-0.3	0.6	-27.9	-3.1	-9.2	-6.1	14.3	9.4	-12.4	5.0
S=C(NCCCc1ccccc1)Nc1ccc(Br)cc1	x	13.2	-13.3	6.0	x	x	x	-32.1	x	-5.0
COc1ccc(CNCCC(c2ccc(F)cc2)c2ccc(OC)cc2)cc1 (stereo not drawn)	-0.8	2.8	-19.0	1.7	-10.1	23.0	9.3	20.3	20.4	1.7
O=C(N/N=C/c1ccc(Br)cc1)c1ccc(Br)o1	1.9	-0.1	-14.2	-4.7	-2.5	18.3	-206.9	6.7	44.5	10.4
Cc1c(C(=O)N2CCOCC2)sc(NC(=O)c2ccccc2F)c1C#N	-26.1	0.1	-14.5	-0.6	-9.0	1.5	10.4	29.1	-4.7	2.0
Cc1cc(N2CCOCC2)nc2ccc(NC(=S)N3CCN(Cc4ccccc4)CC3)cc12	1.0	1.5	-64.3	-3.9	7.5	9.3	7.1	17.5	-6.2	-6.9
Cc1ccc(-c2nc(N/N=C/c3cccc([N+](=O)[O-])c3)c3ccccc3n2)cc1	1.0	-0.5	-1.4	1.0	16.0	14.3	-153.1	x	16.2	-4.1
CCNc1cc(N2CCOCC2)nc(SC)n1	-0.4	-0.1	-11.9	1.1	-8.2	-0.6	25.1	8.3	-8.8	-3.5
COc1ccccc1Nc1ccc([N+](=O)[O-])cc1N	0.0	5.8	-15.7	-4.6	0.1	-8.9	10.6	15.1	7.9	-0.3
Cc1cccc(Nc2ncnc3nc[nH]c23)c1C	0.1	-3.3	-7.5	2.0	-0.2	-7.1	0.0	38.2	-1.9	-6.2
Cc1ccc(C(=O)NCCn2cc(SCC(=O)Nc3nnc(C)s3)c3ccccc32)cc1	1.6	-0.6	14.7	50.0*	28.7	-46.6	-108.5	22.7	-53.2	1.9
CCc1ccc(-n2nnnc2SCC(=O)NNC(=O)c2ccco2)cc1	x	-3.2	-22.2	0.4	-1.7	-3.9	22.1	47.3	15.1	-4.1
Cc1ccc(CN(Cc2cccnc2)C(=O)CN2C(=O)COc3ccccc32)o1	-0.4	1.6	-8.2	4.5	17.4	0.2	-19.5	8.2	2.1	-0.9
CCC1C(=O)Nc2ccccc2N1C(=O)COc1ccccc1 (stereo not drawn)	-0.2	-2.8	-27.7	0.0	-31.1	-6.0	1.6	2.4	0.2	-4.2
O=S(=O)(Nc1nc2ccccc2nc1NCc1ccco1)c1cccs1	-0.1	-3.1	-23.0	0.8	-2.8	1.1	5.0	8.7	3.8	-0.3
CCc1nnc(NC(=O)CSc2nnc(-c3c[nH]c4ccccc34)n2CC)s1	-0.5	-0.5	-6.8	0.5	-3.3	0.2	-26.3	31.7	30.1	10.3
CCCn1c(SCC(=O)NCc2cccs2)nc2c1c(=O)n(C)c(=O)n2C	-0.2	-1.0	-33.0	2.0	-1.7	-1.8	6.2	1.4	-9.4	1.1
CCOC(=O)c1[nH]c(C)c(C(=O)OCC)c1C	1.3	-0.2	-56.2	-0.8	8.1	6.2	-3.9	21.1	5.0	-1.9
COc1ccc(NC(=O)C2CCCN(S(C)(=O)=O)C2)cc1OC (stereo not drawn)	-0.9	-0.4	-37.2	-0.1	-11.4	-2.1	3.3	22.0	-3.7	-6.7
CCCN1C(=O)c2cc(C(=O)Nc3ccccc3OC)ccc2C1Nc1ccccc1OC (stereo not drawn)	-0.8	-5.7	-27.1	-4.2	2.0	-6.0	-3.7	20.7	-10.0	-0.7
O=[N+]([O-])c1ccc(O)c(/C=N/Nc2ccccn2)c1	63.2*	5.0	65.5*	8.0	4.4	-36.1	95.2*	-19.1	-29.3	0.4
COc1ccc(CCc2nnc(NS(C)(=O)=O)s2)cc1	0.4	-0.8	-6.5	1.3	6.9	-0.3	-2.9	-7.3	-18.6	3.8
O=S(=O)(N1CCOCC1)n1nnc2ccccc21	x	-9.5	-18.1	-2.3	-4.1	-6.6	12.1	15.2	3.3	-4.4
CC(=O)N1CCC(CCCC2CCN(C(C)=O)CC2)CC1	-0.6	x	x	x	-8.1	7.2	12.2	12.8	5.1	3.3
COc1ccc(CNC(=O)C(=O)NCC(c2ccco2)N2CCOCC2)cc1 (stereo not drawn)	0.2	-7.1	-6.4	-0.6	-14.0	-3.5	-6.8	17.0	-4.0	2.8
O=C(Nc1ccccc1-c1ccccc1)NC1CCN(CC(=O)N2CCOCC2)CC1	0.0	1.1	-18.0	2.2	0.5	-7.5	12.2	21.5	2.0	x
Brc1ccccc1OCCN1CCOCC1	0.4	-3.8	-13.9	-5.2	1.8	2.5	8.4	28.9	-17.9	13.7
COc1ccccc1C1=NOC(Cn2c(=O)c3c(ncn3C)n(C)c2=O)C1 (stereo not drawn)	0.3	-4.3	-6.0	1.1	-41.3	-11.2	-9.6	27.1	-10.9	-2.4
O=C1C(Nc2ccccc2)=C/C(=N/S(=O)(=O)c2cccs2)c2ccccc21	-3.1	4.0	-47.9	37.4*	-16.0	-94.3*	-24.2	35.6	-95.1	4.0
c1csc(CN2CCN(Cc3cccs3)C2c2cccs2)c1	x	-8.5	-5.5	-4.4	x	x	x	20.8	x	1.8
CN(C)S(=O)(=O)c1cccc2nsnc12	0.0	1.9	-33.7	-0.7	11.8	-6.0	-16.0	10.9	-3.0	4.6
O=C(O)CCCC(=O)NNc1nc(-c2ccccc2)c2cc(Cl)ccc2n1	-1.2	-5.2	-26.8	-0.1	-2.0	-7.5	10.7	21.0	-1.8	-2.8
Cc1ccc(C)c(S(=O)(=O)N2CCN(C(=O)c3ccncc3)CC2)c1	0.4	x	x	x	-2.9	3.1	-1.1	15.0	1.6	-1.3
CCC1(c2ccccc2)NC(=O)N(CC(=O)N2CCN(S(=O)(=O)c3ccccc3)CC2)C1=O (stereo not drawn)	0.2	-2.7	-14.9	-0.5	-8.6	-1.8	-18.3	21.2	-13.3	0.0
O=S(=O)(c1ccc2c(c1)OCCO2)N1CCC(n2nnc3cc(F)ccc32)CC1	0.5	-5.3	1.6	-4.1	3.4	12.2	8.6	16.2	7.6	4.1
CC1CCN(S(=O)(=O)c2ccc3c(c2)oc(=O)n3CC(=O)N2CCc3ccccc3C2)CC1	-0.2	1.8	-20.8	-1.2	-6.2	3.4	5.2	31.7	1.4	-1.3
Oc1ccc(Br)cc1/C=N/N1CCCCC1	2.2	5.4	0.5	0.3	-8.3	5.1	-220.9	28.8	23.6	0.4
Cc1cc(C)nc(Sc2c(C)nn(-c3ccccc3)c2C)n1	-0.1	1.7	-28.9	-2.0	4.8	1.2	-0.7	7.6	-3.5	-5.4
c1ccc(CC2CCCNC2)cc1 (stereo not drawn)	-0.5	-5.4	-12.3	1.3	2.3	-5.2	12.0	30.3	-0.8	-4.2
COCCCNC(=S)NNC(=O)c1ccoc1C	-1.7	-7.7	-22.8	0.6	-2.7	-1.4	28.8	10.4	-3.9	0.8
CCn1c(/N=C/c2ccccc2NS(=O)(=O)c2ccc(C)cc2)nc2ccccc21	x	0.3	-8.6	-0.7	x	x	x	x	x	4.2
COc1ccc(/C=C/C(=O)OCC(=O)c2ccc3c(c2)NC(=O)CO3)c(OC)c1	-0.1	5.0	7.5	-0.7	1.5	-1.7	u	32.4	5.3	-0.7
Cc1ccc(Cl)cc1NC(=O)NCc1ccccn1	-1.3	-4.6	-17.2	-0.9	1.4	0.0	-14.0	12.6	7.0	5.1
CCOc1ccc(C(=O)Nc2ccc(NC(=O)c3ccco3)c(Cl)c2)cc1Cl	0.1	5.2	-32.8	1.5	4.4	-29.3	-54.7	13.4	-33.0	-6.4
Cc1cc(C)cc(NC(=S)N2CC(C)OC(C)C2)c1 (stereo not drawn)	x	4.4	0.8	-4.5	x	x	x	21.7	x	-13.0
CCN(CC)S(=O)(=O)c1ccc(OC)c(N)c1	0.0	3.2	-17.6	-0.5	-0.1	-4.0	3.8	11.1	-9.5	1.4
COc1ccc(-c2cc3nc(-c4ccccc4)cc(N4CCCC(O)C4)n3n2)cc1 (stereo not drawn)	-0.1	-13.3	-22.3	-0.8	-1.5	-8.5	-22.3	2.4	11.9	3.6
COc1ccc(-c2cc(C(F)(F)F)nc(SCCC(=O)N3CCN4CCCC4C3)n2)cc1 (stereo not drawn)	-0.1	-8.6	12.4	-0.6	-8.6	4.8	0.0	20.5	0.0	11.3
CC(C)(C)c1ccc(-c2nnc(SC3CCOC3=O)n2Cc2ccccc2)cc1 (stereo not drawn)	1.0	0.8	-2.4	0.9	1.0	-0.9	12.7	-2.3	9.9	5.0
CC(C)OCCCn1c(=O)c2ccccc2n2c(CCC(=O)NC3CCN(Cc4ccccc4)CC3)nnc12	-0.2	0.4	-5.3	-1.6	11.3	1.4	-6.8	-0.5	21.5	-1.7
Cc1cc(C)n(CCNC(=O)c2cc(COc3c(F)cccc3F)on2)n1	x	-5.1	-18.2	-0.6	-2.1	x	x	6.1	x	-4.1
CCN(CC)S(=O)(=O)c1ccc2nnn(OCC(=O)Nc3cccc(C#N)c3)c2c1	-0.3	-9.7	-21.6	1.1	-0.2	14.8	-10.4	15.1	1.5	-0.4
CCN(CC)C(=O)COc1ccc(/C(C)=N/NC(=O)c2ccccc2O)cc1	1.2	0.8	-24.1	-0.8	-3.1	6.0	-42.7	5.2	8.6	2.1
Cc1ccc2nc3sc(C(=O)N4CCOCC4)c(N)c3cc2c1	-5.8	-4.8	-32.3	1.5	14.5	-28.2	99.7*	-5.0	-28.0	-2.0
